RXFP1 agonist: agonists of human relaxin receptor RXFP1; Q9HBX9; HEK293T-RXFP1 cAMP TR-FRET, 30 min; response scale: percent of porcine relaxin response, buffer zero; Potency, µM (series often up to 57.5 µM), inactives show at the highest dose activation, actives largely listed as activators; 370,000 tested, 0.3% active; AID 2676; active means well fitted activation curve with a large enough effect; further: potency means the concentration at half of the fitted maximal effect; on the % scale 0 is the no-effect control and ±100 the full control effect; nearly all actives have a fitted effect of over 60% in size; many of its hits are not listed in these tables
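Agonist response is measured as cAMP accumulation in an RXFP1-transfected HEK293T line under PDE4 inhibition. Values are scaled between buffer-only and 29 nM porcine relaxin, and EC50s come from standard Hill equation fits.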
D1 PAM: human D1 dopamine receptor positive modulation | HEK293 TREx D1 cells, calcium flux, dopamine EC20 potentiation | potentiation, % at 10 µM | 360,000 tested, 0.036% active | AID 504651; in the data active means potentiation above about 30%; further: 0% is about no effect
Target sequence (P21728 whole entry, looked up): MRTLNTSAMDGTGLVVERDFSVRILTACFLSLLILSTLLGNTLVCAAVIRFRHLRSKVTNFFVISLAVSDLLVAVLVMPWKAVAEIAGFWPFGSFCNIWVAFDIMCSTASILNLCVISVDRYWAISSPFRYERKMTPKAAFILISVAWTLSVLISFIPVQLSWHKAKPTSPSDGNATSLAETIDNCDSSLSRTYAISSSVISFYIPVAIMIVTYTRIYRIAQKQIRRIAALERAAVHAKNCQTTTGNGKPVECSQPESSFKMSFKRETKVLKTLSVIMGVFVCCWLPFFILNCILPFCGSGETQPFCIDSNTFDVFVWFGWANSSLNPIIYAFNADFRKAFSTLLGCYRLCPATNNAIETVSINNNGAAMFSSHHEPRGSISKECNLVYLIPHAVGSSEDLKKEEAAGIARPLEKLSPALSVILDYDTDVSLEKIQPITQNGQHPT
D2 PAM: positively modulates the human D2 dopamine receptor allosterically; P14416; HEK293 T-REx D2, calcium flux, EC20 dopamine potentiation; potentiation, % at 10 µM; 340,000 tested, 0.34% active;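 active means potentiation over 3 SD above the plate norm, cut at about 30% in these data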; further: 0% is about no effect
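Potentiation of an EC20 dopamine calcium response is measured in a force-coupled, tetracycline-inducible Hek293 Trex D2 line. Compound-only kinetic reads over 180 s flag agonists before dopamine addition.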
D2 ag: agonists of human D2 dopamine receptor; P14416; 340,000 tested, 0.53% active; activation, % at 2 µM; AID 485358; HEK293 T-REx D2 cells, calcium flux agonist mode;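 active means activation over 3 SD above normal in the single-dose calcium agonist read, cut at about 30% in these data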; further: 0% is about no effect
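Calcium-flux readout, 1 cycle/sec over 180 s following compound pin transfer, in inducible HEK293 Trex D2 cells (force-coupled); dopamine controls included. Positive calcium responses during this window marked compounds as potential agonists.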
TRHR PAM: TRH receptor (human) allosteric enhancement; enhancement, % at 2 µM; 360,000 tested, 0.66% active; AID 493056; TRHR cells, fluo-8 calcium fluorescence, EC20 TRH enhancement; in the data active means enhancement above about 30%; further: 0% is about no effect
Target sequence (P34981 whole entry, looked up): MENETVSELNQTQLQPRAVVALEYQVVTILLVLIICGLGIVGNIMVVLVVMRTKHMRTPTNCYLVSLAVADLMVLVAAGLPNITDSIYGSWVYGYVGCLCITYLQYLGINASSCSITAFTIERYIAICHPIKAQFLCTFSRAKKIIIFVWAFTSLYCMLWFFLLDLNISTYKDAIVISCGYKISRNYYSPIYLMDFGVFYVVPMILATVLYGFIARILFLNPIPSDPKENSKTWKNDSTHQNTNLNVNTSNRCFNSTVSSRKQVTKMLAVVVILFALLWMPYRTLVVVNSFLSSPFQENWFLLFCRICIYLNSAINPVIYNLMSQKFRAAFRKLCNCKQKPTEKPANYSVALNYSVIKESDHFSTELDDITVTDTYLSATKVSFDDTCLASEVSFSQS
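TRHR-expressing cells loaded with fluo-8 calcium dye were read kinetically (ex 480/em 530) during compound addition, then stimulated with an EC20 of TRH (10 nM final). Enhancement of the Gq-mediated intracellular calcium response was scored.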
D2 antag: D2 dopamine receptor (human) antagonism | P14416 | HEK293 TREx D2 cells, calcium flux, dopamine EC80 | inhibition, % at 10 µM | 340,000 tested, 2% active | AID 485344; in the data active means inhibition above about 30%; further: 0% is about no effect
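Inhibition of EC80 dopamine-driven calcium flux, recorded kinetically, defines activity here; cells are a tetracycline-induced HEK293 T-REx line expressing force-coupled D2.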
D1 antagonist: blocks dopamine activation of the human D1 receptor; P21728; HEK293 TREx D1 cells, calcium flux, dopamine EC80; active compounds read low; activity change, negative = inhibition, % at 10 µM; 360,000 tested, 3.2% active; in the data active means activity change below about -30%; further: on the % scale 0 is the no-effect control and ±100 the full control effect
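Using tetracycline-induced force-coupled D1 Hek293 cells and a calcium dye, signals were followed for 180 s after compound, then for 180 s after EC80 dopamine, to detect inhibitors.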
RXFP1 antagonist: antagonists of human relaxin receptor RXFP1; AID 1259400; Q9HBX9; HEK293-RXFP1, relaxin-stimulated cAMP HTRF, 30 min; active compounds read low; 350,000 tested, 0.59% active; activity change, negative = inhibition, % at 57.5 µM;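 active means activity change of -60% or lower, but not beyond a set lower limit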; further: on the % scale 0 is the no-effect control and ±100 the full control effect
D1 agonist: activates the human D1 dopamine receptor. P21728. activation, % at 2 µM. HEK293 T-REx D1 cells, calcium flux, agonist mode. 360,000 tested, 1% active; in the data active means activation above about 30%; further: 0% is about no effect
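Agonism was scored from calcium flux recorded over 180 s (1 read/s) after pintool compound addition, following a 10-cycle baseline. Cells were inducible force-coupled HEK293 TREx D1, plated overnight at 30 C and loaded with no-wash calcium dye.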
Starred values were filed as active, the others as inactive; . = no result given; & = joins results of further samples.

SMILES	RXFP1 agonist	D1 PAM	D2 PAM	D2 ag	TRHR PAM	D2 antag	D1 antagonist	RXFP1 antagonist	D1 agonist
Cc1cccc2cc(COC(=O)C(C)(C)C)c(=O)[nH]c12	3.2%	-4	-1	-1.4	11	-26	-4	-4	-2
O=C(COc1cccnc1[N+](=O)[O-])N1CCc2ccccc21	0.6%	0	-10	0.8	31*	11	13	0	-2
COc1ccc(C2=NOC(C(=O)NCc3cccs3)C2)cc1 (stereo not drawn)	2.0%	2	-1	0.1	-9	13	-8	-6	2
Cn1cc(/C=N/n2cnc3scc(-c4ccccc4)c3c2=O)c2ccccc21	2.6%	-6	-1	0.3	0	-16	-44*	-8	3
COc1cnn(-c2ccccc2)c(=O)c1OC	0.9%	-9	.	.	-6	.	2	4	1
O=C(NCCc1ccccc1)c1ccc(Cn2c(SCc3ccccc3F)nc3cccnc32)cc1	-0.7%	-1	-8	2.2	7	.	5	-3	10
Cc1ccnc(NC(=O)CCCc2ccccc2)c1	-2.1%	-2	13	0.2	7	6	-2	-6	5
COc1cc(S(=O)(=O)N2CCOCC2)ccc1NC(=O)CSc1nnc(N)s1	14%	4	-6	0.3	-5	-9	-10	2	1
CCCc1cc(=O)oc2cc(C)cc(OCC(=O)N[C@@H](CSCc3ccccc3)C(=O)O)c12	0.3%	-2	2	-0.8	-3	-13	1	.	3
Cc1cc(Cl)ccc1OCC(=O)N1C(C)CCCC1C (stereo not drawn)	-0.4%	-13	-2	0.3	0	-2	-17	11	7
COc1ccc(NC(=O)/C(C#N)=C/c2ccc(-c3ccccc3C(=O)O)o2)cc1	0.1%	2	7	0.2	1	-8	26	-2	12
O=C(CSc1nc(-c2ccccc2Cl)ns1)NCc1ccc2c(c1)OCO2	1.5%	-4	16	-0.9	-12	-4	-16	6	2
CC(OC(=O)CCc1c[nH]c2ccccc12)C(=O)c1ccccc1 (stereo not drawn)	-0.7%	-2	-7	0.0	-4	-1	-17	-32	2
Cc1cc(C)c(C(N)=O)c(NCCc2ccccc2)n1	1.3%	6	-7	-0.2	2	4	-4	3	5
O=C1c2ccccc2NC(c2ccco2)N1NS(=O)(=O)c1ccccc1 (stereo not drawn)	1.8%	-2	2	1.5	1	33*	4	8	0
CCN(CC)c1ccc(C=C2C(=O)OC3(CCCC3)OC2=O)cc1	0.5%	3	8	0.7	-3	-3	-2	.	3
CCCCNC(=O)c1ccc(CNc2c(N3CCC(C(=O)OCC)CC3)c(=O)c2=O)cc1	0.0%	1	10	.	-1	.	-1	-14&3	2
O=C(COc1ccc2ccc(=O)oc2c1)Nc1nccs1	1.5%	-6	-9	1.4	15	-10	8	5	5
O=C(CNC(=O)c1ccc(F)cc1)N/N=C/c1cccnc1	0.1%	3	-16	1.3	5	-12	7	28	-1
CCOC(=O)c1c(-c2ccccc2)oc2ccc(O)c(CN3CCCC3)c12	0.3%	-12	-27	-1.5	-1	-4	-26	-8	4

Some of the entries so far, comma-delimited.
Molecule,RXFP1 agonist,D1 PAM,D2 PAM,D2 ag,TRHR PAM,D2 antag,D1 antagonist,RXFP1 antagonist,D1 agonist
O=C(COc1cccnc1[N+](=O)[O-])N1CCc2ccccc21,0.6%,0,-10,0.8,31*,11,13,0,-2
COc1ccc(C2=NOC(C(=O)NCc3cccs3)C2)cc1 (stereo not drawn),2.0%,2,-1,0.1,-9,13,-8,-6,2
Cn1cc(/C=N/n2cnc3scc(-c4ccccc4)c3c2=O)c2ccccc21,2.6%,-6,-1,0.3,0,-16,-44*,-8,3
COc1cnn(-c2ccccc2)c(=O)c1OC,0.9%,-9,.,.,-6,.,2,4,1

Next compounds follow:
SMILES	RXFP1 agonist	D1 PAM	D2 PAM	D2 ag	TRHR PAM	D2 antag	D1 antagonist	RXFP1 antagonist	D1 agonist
COc1ccccc1N(CC(=O)Nc1ccccc1)S(=O)(=O)c1cccs1	1.0%	-2	-2	0.2	5	-8	-2	6	3
CCOC(=O)c1ccc(N2C(=O)C3CC=C(C)CC3C2=O)cc1 (stereo not drawn)	0.8%	7	-8	0.7	-1	14	6	-3	1
O=C1c2cccc3cccc(c23)C(=O)N1CC1CCN(CC(O)COCc2ccc3c(c2)OCO3)CC1 (stereo not drawn)	-0.1%	-5	7	-0.7	3	-3	2	-2	13
O=C(COc1ccc2oc(-c3ccco3)cc(=O)c2c1)N1CCCCC1	3.8%	-1	10	-0.8	3	-5	.	6	-1
O=C(OCC(=O)N1CCc2ccccc2C1)c1cc(=O)[nH]c2ccccc12	0.0%	-1	9	0.0	7	3	-4	-1	1
O=C(CN1C(=O)NC2(CCCCC2)C1=O)NCc1ccc2c(c1)OCO2	-0.7%	4	7	0.6	1	-16	15	-2	3
COc1ccc(CCn2c(-c3ccco3)nc3ccccc3c2=O)cc1OC	1.6%	1	.	1.6	-2	-7	13	-11	0
COc1ccccc1C(CNC(=O)c1ccco1)N1CCCC1 (stereo not drawn)	2.1%	1	-13	0.7	-4	37*	13	11	2
COc1ccc(Oc2c(-c3ccc(O)cc3O)n[nH]c2C)cc1	1.5%	-5	7	1.3	2	1	0	11	3
COc1cccc(NC(=O)CN(C)C(=O)c2cccc(S(=O)(=O)N3c4ccccc4CC3C)c2)c1 (stereo not drawn)	-0.3%	3	8	-0.8	16	-2	-7	-13	0
CN(C)CCNC(=O)c1ccccc1-c1ccccc1	-0.2%	-2	-3	0.0	1	-9	2	1	3
CC(C)C(=O)Nc1cccc(C(=O)Nc2nnc(CC(C)(C)C)s2)c1	1.1%	-6	12	-0.8	13	.	-6	-10	2
COc1cc(C(=O)NCCOc2ccc(Cl)cc2)ccc1OCc1c(C)noc1C	-0.6%	2	1	0.2	10	-33	-21	-3	7
CCCn1c(/C=C/c2cc[n+](C)cc2)nc2ccccc21	20µM*	-7	6	2.2	-5	-9	-24	16	4
COc1ccc(OCC(=O)Nc2ccc(NC(=O)c3cccs3)c(OC)c2)cc1	0.7%	-1	-7	0.7	-2	-9	-1	0	2
O=C(c1ccccc1Sc1cccc2ccccc12)N1CCOCC1	0.0%	-8	3	-0.4	5	-1	-17	-3	3
Cc1c(C(=O)N2CCOCC2)sc(NC(=O)c2ccccc2F)c1C#N	0.8%	.	8	1.8	-1	-6	0	-5	14
C=C(C)CN1C(=O)C(O)(CC(=O)c2ccc3c(c2)OCCO3)c2ccccc21 (stereo not drawn)	1.6%	-4	6	0.2	2	27	0	-14	3
C=CCNC(=O)CN1CCN(Cc2ccc3c(c2)OCO3)CC1	-1.5%	-6	10	3.7	2	12	2	4	-2
Cc1cccc(OCC(=O)O/N=C(\N)c2ccc(Cl)cc2)c1	3.1%	0	16	.	26	.	-43*	7	-1
CCCCCC(=O)N1CCCCC1	3.4%	-3	7	-0.5	7	-9	4	-10	2
CCC(C)NC(=O)CN(C1CCCCC1)S(C)(=O)=O (stereo not drawn)	0.5%	-4	11	0.5	8	-30	-20	18	2
CC1CCCN(Cc2csc(N)n2)C1 (stereo not drawn)	0.8%	2	3	-0.3	-4	-7	4	12	6
Cc1nonc1C(=O)N1CCCC(Nc2ccc(C(C)C)cc2)C1 (stereo not drawn)	3.5%	-8	-7	0.1	-3	-6	-10	1	0
COc1ccc(/C(C)=N/NC(=O)c2ccc3nc[nH]c3c2)cc1	3.1%	-7	-1	0.4	-3	3	-18	-1	0
COc1ccc(CCN(C)C(=O)CCNC(=O)c2ccc(Br)cc2)cc1OC	-1.6%	-3	-6	0.2	1	-9	-14	-5	2

Complete entries as entered above. Screens in order: RXFP1 agonist	D1 PAM	D2 PAM	D2 ag	TRHR PAM	D2 antag	D1 antagonist	RXFP1 antagonist	D1 agonist
Shown for `COc1ccc(/C(C)=N/NC(=O)c2ccc3nc[nH]c3c2)cc1` : 3.1%	-7	-1	0.4	-3	3	-18	-1	0
Shown for `CCC(C)NC(=O)CN(C1CCCCC1)S(C)(=O)=O` (stereo not drawn) : 0.5%	-4	11	0.5	8	-30	-20	18	2
Shown for `COc1ccc(CCN(C)C(=O)CCNC(=O)c2ccc(Br)cc2)cc1OC` : -1.6%	-3	-6	0.2	1	-9	-14	-5	2
Shown for `Cc1nonc1C(=O)N1CCCC(Nc2ccc(C(C)C)cc2)C1` (stereo not drawn) : 3.5%	-8	-7	0.1	-3	-6	-10	1	0
Shown for `CC1CCCN(Cc2csc(N)n2)C1` (stereo not drawn) : 0.8%	2	3	-0.3	-4	-7	4	12	6

The list is partial; the hit share may differ from the screen's.
